High-throughput results deposited in PubChem BioAssay by several laboratories.
GLD-1 RNA inh: GLD-1-TGE RNA interaction inhibition (C. elegans) | Q17339 | purified GLD-1 + fluorescein TGE RNA, fluorescence polarization | inhibition, % at 5.96 µM | 0.44% of 320,000 active;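 active = percent inhibition above a per-plate cutoff, the plate mean of test compounds plus 3 SD, cut at about 30% in these data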;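 also: 0% = DMSO wells with GLD-1 and probe and 100% = wells lacking GLD-1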
Target sequence (Q17339 whole entry, looked up): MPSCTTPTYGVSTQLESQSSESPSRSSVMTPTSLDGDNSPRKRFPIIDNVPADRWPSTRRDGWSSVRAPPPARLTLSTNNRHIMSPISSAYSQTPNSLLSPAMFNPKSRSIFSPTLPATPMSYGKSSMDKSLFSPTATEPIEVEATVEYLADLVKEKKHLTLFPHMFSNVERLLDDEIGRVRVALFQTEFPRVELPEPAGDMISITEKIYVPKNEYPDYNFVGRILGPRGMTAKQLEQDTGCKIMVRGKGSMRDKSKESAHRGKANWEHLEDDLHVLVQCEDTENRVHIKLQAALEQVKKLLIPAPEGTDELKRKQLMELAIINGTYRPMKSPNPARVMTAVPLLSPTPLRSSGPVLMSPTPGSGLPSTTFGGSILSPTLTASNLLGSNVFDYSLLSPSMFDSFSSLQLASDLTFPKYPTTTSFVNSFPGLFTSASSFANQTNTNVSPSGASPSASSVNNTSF
Efflux pump mplx: antifungal efflux pump inhibition, Nile Red retention; S. cerevisiae Candida pump triplex; inhibition, % at 10 µM; 0.44% of 330,000 active;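 active = plate passing quality check with inhibition over a set limit, or well fluorescence over plate mean plus 4 SD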;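 also: Nile Red retained in pooled yeast measured as flow cytometry median fluorescence; 0% = buffer negative control and 100% = Enniatin B positive control; higher means more Nile Red kept so more efflux inhibition; some compounds called inactive have numbers as strong as hits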
VLA-4 inh: inhibition in a human VLA-4 binding assay; P13612; VLA-4 expressing cells, ligand binding flow cytometry; inhibition, % (about 7 µM as worked out from the volumes in the protocol); 0.2% of 330,000 active; in the data active = inhibition above about 50%
MEX-5 binding: C. elegans MEX-5 TCR-2 RNA binding activity; MEX-5/FITC-TCR2 RNA binding, fluorescence polarization; stronger effect = lower value; activity score (negative = inhibition of binding), % at 10 µM; Q9XUB2; 0.38% of 300,000 active;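 active = inhibition past about -25% in most replicates, and total fluorescence under double the plate's negative control median, limit read from the data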;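 also: 0% = DMSO and -100% = 5 µM competing unlabeled TCR2 RNA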
MCL1 BIM primary: MCL1-BIM-BH3 interaction inhibition (human); Q07820; GST-MCL1 / FITC-Bim-BH3 fluorescence polarization; inhibition, % at 10.9 µM; 0.68% of 320,000 active; AID 2057;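 active = inhibition above the mean inhibition of all tested compounds plus 3 SD, set per campaign, cut at about 40% in these data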;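 also: 0% = DMSO wells and 100% = unlabeled Bim-BH3 peptide control; higher means more loss of mP so more displacement of Bim peptide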
Target sequence (Q07820 whole entry, looked up): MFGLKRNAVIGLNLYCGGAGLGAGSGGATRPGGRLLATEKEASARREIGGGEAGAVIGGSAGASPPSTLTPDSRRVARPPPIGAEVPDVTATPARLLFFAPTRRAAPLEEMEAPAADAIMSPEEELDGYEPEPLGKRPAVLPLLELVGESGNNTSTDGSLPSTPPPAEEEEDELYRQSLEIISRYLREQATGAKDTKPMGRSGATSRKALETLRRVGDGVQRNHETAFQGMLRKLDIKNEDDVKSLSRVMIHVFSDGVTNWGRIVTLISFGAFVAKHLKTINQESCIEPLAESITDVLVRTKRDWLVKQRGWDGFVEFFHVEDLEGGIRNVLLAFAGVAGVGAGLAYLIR
GRK2 inh: blocks RNA aptamer binding to human GRK2; P25098; bead flow cytometry, FAM-aptamer displacement from GRK2; AID 488847; inhibition of aptamer binding, % at 10 µM; 0.59% of 330,000 active;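 active = inhibition of aptamer binding above 40%, roughly 3 SD of noise, on plates passing a quality check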;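 also: median bead fluorescence of bound FAM aptamer so fluorescent compounds give negative values; no value below 0 was filed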
Fam108B inh: Fam108B inhibition, counter-screen for RBBP9 inhibitors. inhibition, % at 9.51 µM. 0.33% of 300,000 active. recombinant Fam108B, FP-Rh probe fluorescence polarization;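 active = inhibition above the screen mean inhibition plus 3 SD, computed separately per campaign, cut at about 18% in these data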;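 also: inhibitors lower polarization as less probe binds the enzyme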
PME-1 primary: PME-1 (human) inhibition | Q9Y570 | recombinant PME-1, FP-Rh probe fluorescence polarization | inhibition, % at 5.9 µM | 0.53% of 320,000 active | AID 2130;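 active = inhibition above the campaign mean of all compounds plus 3 SD, cut at about 26% in these data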;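 also: competitive labeling of PME-1 active site by serine hydrolase directed probe; 0% = PME-1 with DMSO and 100% = wells lacking PME-1 enzyme; inhibitors block probe labeling so polarization falls and inhibition rises; many of its hits are not listed in these tables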
BCLXL inh: inhibitors of human Bcl-xL | inhibition, % at 10.9 µM | Q07817 | GST-Bcl-xL / FITC-Bim BH3 peptide fluorescence polarization | 0.7% of 320,000 active;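 active = inhibition above the mean of all tested compounds plus 3 SD, cutoff set per campaign, cut at about 30% in these data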;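 also: 0% = DMSO wells and 100% = unlabeled Bim-BH3 peptide competitor; inhibitors lower millipolarization by displacing the labeled peptide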
Target sequence (Q07817 whole entry, looked up): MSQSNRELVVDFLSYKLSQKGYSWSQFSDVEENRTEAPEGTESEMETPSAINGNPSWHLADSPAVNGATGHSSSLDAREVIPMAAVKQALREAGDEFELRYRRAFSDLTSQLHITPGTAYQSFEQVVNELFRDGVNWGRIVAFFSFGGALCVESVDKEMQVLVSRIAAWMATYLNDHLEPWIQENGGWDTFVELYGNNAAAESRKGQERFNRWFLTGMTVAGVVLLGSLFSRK
* hit, by the source's call; nt = not tested or not shown.

SMILES	GLD-1 RNA inh	Efflux pump mplx	VLA-4 inh	MEX-5 binding	MCL1 BIM primary	GRK2 inh	Fam108B inh	PME-1 primary	BCLXL inh
Cc1cc(C)c[n+](C2=C([O-])c3ccccc3C(=O)/C2=N\S(=O)(=O)c2cccs2)c1	6.0	0.0	19.4	2.4	9.7	0.0	5.4	9.3	3.9
N#CCC(=O)Nc1ccc(C(=O)OCC(=O)N(Cc2ccccc2)C2CCS(=O)(=O)C2)cc1 (stereo not given)	-54.1	0.1	-11.7	-3.3	-7.2	0.0	-1.6	-20.8	-12.6
O=S(=O)(NCc1ccccn1)c1cccc2nsnc12	-12.7	0.2	4.6	0.0	2.2	2.0	1.2	-3.6	-0.9
COc1ccc(N(C)C(=O)C2CCCN2S(=O)(=O)c2cccc3nsnc23)cc1 (stereo not given)	5.0	0.0	4.9	3.0	-2.0	0.0	3.3	7.3	2.5
O=C(Cn1cnc2ccccc2c1=O)NCC(=O)N1CCN(Cc2ccc3c(c2)OCO3)CC1	5.0	-0.3	4.5	nt	-0.4	0.0	1.0	-0.3	-3.0
COc1cc(OC)cc(C(=O)NCC2CCCN(Cc3cccc(C(C)=O)c3)C2)c1 (stereo not given)	8.1	-0.1	1.3	-1.5	1.3	0.0	-0.3	-0.4	4.6
C/C(=N\NC(=O)c1cccc(O)c1)c1ccc(NC(=O)Cc2ccccc2)cc1	2.7	-0.1	1.5	0.5	2.7	0.0	-6.7	3.7	2.5
CCn1cc(C(=O)NCc2ccccc2OC)c(=O)c2cc(S(=O)(=O)N(C)C)ccc21	2.6	0.7	26.9	-1.0	4.4	0.0	-2.6	0.4	-1.4
O=C(NC(=S)Nc1ccc(N2CCCCC2)c(Cl)c1)c1ccc2c(c1)OCCO2	-3.9	-0.1	-17.9	3.3	5.8	0.0	-5.2	-0.4	3.7
CCOC(=O)c1ccc(Oc2cc(C)nc(SC)n2)cc1	8.8	0.0	3.5	-1.9	8.9	0.0	-2.5	-5.7	3.3
Cc1ccc(S(=O)(=O)Nc2cccc(C(=O)N3CCC(C(N)=O)CC3)c2)cc1	2.6	0.0	1.7	nt	-3.7	61.0*	nt	1.4	-0.1
CCOc1ccc(NS(=O)(=O)c2ccc(OC)c(NC(=O)c3ccc4c(c3)OCCO4)c2)cc1	-2.3	-0.5	11.2	0.3	9.2	0.0	-16.7	-22.9	3.9
C=CCN1CCN(C(c2ccc(Cl)cc2)c2nnnn2CCc2ccc(OC)c(OC)c2)CC1 (stereo not given)	2.2	-0.1	5.5	-4.6	2.4	3.0	-0.9	2.3	0.2
O=C(NCCN1CCOCC1)c1cc(Cl)ccc1Cl	nt	-0.1	12.6	2.1	nt	2.0	nt	nt	nt
CCOC(=O)C1CCN(C(=O)Nc2ccc3c(c2)nc(C)n3C)CC1	-9.4	0.2	21.9	-0.4	-8.1	0.0	-3.5	4.3	0.6
Cc1nc(C)c(-c2csc(Nc3cccc(O)c3)n2)s1	-5.7	-0.3	2.9	-0.4	-0.5	0.0	10.5	-3.2	3.5
COc1ccc(CNC(=O)c2cc(SC)ccc2Cl)cc1OC	1.2	-0.1	11.1	2.1	6.7	1.0	-1.1	4.0	2.7
O=C(Nc1cccc(S(=O)(=O)N2CCCCC2)c1)c1cnccn1	-5.3	0.1	-41.7	2.4	0.4	2.0	-1.9	-0.5	4.7
COc1ccc(NC(=O)c2cc(S(=O)(=O)N3CCCCC3)ccc2OC)cc1	0.0	0.1	12.3	-1.2	0.2	0.0	0.6	-4.9	2.2
CC(=O)c1ccc(N2CCN(C(=O)CCc3ccccc3)CC2)cc1	8.5	-0.2	6.6	-1.8	5.2	0.0	1.7	-4.4	5.5
CC(C)Oc1ccc(C(=O)Nc2nnc(C3=COCCO3)o2)cc1	7.9	-0.2	-25.0	-0.4	0.5	0.0	6.7	-0.8	-1.9
C=CCN(C(=O)CN1CCCCC1)c1nc(-c2ccccc2)cs1	0.4	-0.2	14.2	-3.0	4.0	0.0	-1.0	-5.2	2.1
CCOc1ccc(-c2nc3n(c(=O)c2C#N)CCS3)cc1	-9.0	-0.1	2.6	-9.0	-2.7	2.0	-1.7	4.7	-0.3
COc1ccc(-c2nc3ccccc3n2OCC(=O)O)cc1	-11.3	0.0	12.2	-0.5	-3.7	0.0	-1.0	-3.4	4.4
COc1ccc2nc(/C(C#N)=C\c3ccc(C(=O)O)cc3)[nH]c2c1	-7.2	-0.1	-181.7	-1.0	-29.1	4.0	-3.8	4.9	-5.6
CCC(=O)Nc1c(C)ccc2nsnc12	8.5	0.2	-3.7	0.1	1.8	1.0	9.3	3.6	4.9
COc1ccc(-c2cn(CCCOCc3ccccc3)nn2)cc1	-2.7	0.1	26.0	0.6	3.9	1.0	-1.8	3.7	4.3
COc1ccc(CCNC(=O)C(=O)Nc2ccc3c(c2)OCO3)cc1OC	-3.8	-0.1	16.5	2.4	8.0	2.0	-0.6	1.5	3.8
CCN(CC)C(=O)/C(=C/c1ccc2c(c1)OCO2)NC(=O)c1ccc(Br)cc1	7.1	0.2	16.2	-1.1	14.9	0.0	-1.4	1.6	6.2
COCCCNC(=O)CNC(=O)c1cn(-c2ccccc2OC)c(=O)c2ccccc12	-3.2	0.0	-7.8	2.3	4.0	9.0	1.9	1.8	6.0
COc1ccccc1N1CCN(C(=O)c2cccs2)CC1	-6.8	0.0	-3.7	1.6	-0.4	2.0	-1.9	-7.6	-0.3
O=C(CCSc1ccccc1)NCCSCc1ccco1	0.0	0.1	5.3	0.7	10.0	4.0	1.0	4.5	3.8
O=C(CSc1nc2sc3c(c2c(=O)n1-c1ccccc1)CCCC3)N/N=C/c1ccccc1C(=O)O	3.4	-0.5	9.2	-1.6	2.4	0.0	-3.7	-3.5	4.2
CCOc1ccccc1N(CC(=O)NCCSc1ccccn1)S(=O)(=O)c1ccccc1	9.6	0.1	-4.2	1.5	9.8	1.0	8.9	-6.9	5.0
N#CC1(C#N)C2=C(CCCC2)NC(c2ccccc2)C1(C#N)C#N (stereo not given)	8.2	-0.2	-13.8	-2.9	21.0	1.0	-5.9	1.6	22.8
O=C(CCCN1C(=O)/C(=C\c2ccccc2)SC1=S)Nc1ccc(O)cc1C(=O)O	-1.0	0.1	24.0	0.9	4.7	0.0	-0.4	8.9	4.5
O=C(CCCCCn1c(=S)[nH]c2ccc(N3CCOCC3)cc2c1=O)NCc1cccc(Cl)c1	1.7	-0.2	-13.0	-1.2	23.9	4.0	1.4	1.0	12.1
CN(C)S(=O)(=O)c1ccc(C(=O)OCC(=O)Nc2sc3c(c2C#N)CCCCC3)cc1	8.8	0.0	5.2	1.3	-5.8	0.0	-1.2	-4.0	-0.5
O=C(c1ccccc1)N1N=C(c2ccccc2)CC1(O)C(F)(F)F (stereo not given)	4.3	0.1	-1.4	2.0	-16.1	1.0	-0.2	2.0	-4.9
N#CC1=C(N)Oc2n[nH]c(-c3ccccc3)c2C1c1cccc(OC(=O)N2CCOCC2)c1 (stereo not given)	-5.0	0.1	0.2	-0.2	0.8	0.0	-2.9	-0.6	6.9
CCOC(=O)c1ccccc1NC(=O)C1CC(=O)N(C(C)(C)C)C1 (stereo not given)	0.3	0.1	11.9	1.1	11.0	0.0	-0.8	-4.1	0.2
CC(=O)c1cccc(NC(=O)c2c(C)nn(-c3ccccc3)c2Cl)c1	-18.1	0.1	7.2	-1.1	-15.6	0.0	-2.0	3.6	-6.7
CCc1nnc(NS(=O)(=O)c2ccc(NC(=O)/C=C/c3ccc(F)cc3)cc2)s1	3.1	0.1	12.2	-3.0	4.5	4.0	-9.9	-9.5	4.8
CCOC(=O)c1ccc(NC(=S)N(CCN(C)C)C(C)c2ccncc2)cc1 (stereo not given)	-0.7	-0.1	3.1	0.2	3.5	0.0	1.8	0.1	6.6
C/C(CC(=O)NC12CC3CC(CC(C3)C1)C2)=N\NC(=O)c1ccc(C)cc1	-3.0	-0.1	14.8	-1.1	-2.3	3.0	-1.5	-7.9	3.2
NC(=O)COC(=O)c1ccc(-c2ccc(O)cc2)cc1	-0.5	-0.1	-7.8	-1.2	-0.9	0.0	1.9	-1.0	-3.3
O=C(COC(=O)c1cc(S(=O)(=O)N2CCOCC2)c(Cl)cc1Cl)NCc1ccco1	4.0	-0.4	1.3	nt	nt	0.0	nt	nt	nt
COc1ccc(NC(=O)C2CCCN(S(=O)(=O)c3cccnc3)C2)cc1OC (stereo not given)	-0.2	0.0	2.4	-1.3	3.3	0.0	-3.4	2.8	6.6
O=C(COC(=O)Cc1ccc(Cl)cc1)Nc1ccccc1-c1ccccc1	-3.3	0.5	3.8	0.7	-5.9	0.0	0.3	2.2	-1.1
O=C(CSC1=NCCN1)Nc1ccccc1[N+](=O)[O-]	-3.6	0.0	7.2	2.2	6.7	5.0	-0.3	-4.0	5.8

Other results follow:
SMILES	GLD-1 RNA inh	Efflux pump mplx	VLA-4 inh	MEX-5 binding	MCL1 BIM primary	GRK2 inh	Fam108B inh	PME-1 primary	BCLXL inh
COc1ccc(N2C(=O)C(Cl)=C(N3CCCC(C)C3)C2=O)cc1 (stereo not given)	-0.2	0.0	-17.6	-0.7	-3.8	3.0	3.0	-8.8	4.6
N#C/C(=C\c1ccc(O)c(O)c1)C(=O)N1CCCC1	-1.7	0.0	40.8	-3.9	6.6	0.0	0.4	-2.8	11.1
O=C(COC(=O)C1CC2C=CC1C2)Nc1ccccc1F (stereo not given)	2.1	0.0	8.1	1.4	-9.7	0.0	0.3	-5.6	-2.5
Cc1noc(/C=C/N(C)C)c1S(=O)(=O)N1CCCC(C(=O)N2CCCCC2)C1 (stereo not given)	31.9*	0.3	0.0	-1.2	66.3*	0.0	3.5	2.5	72.5*
CCOc1ccc(CNC(=S)N/N=C/c2ccc(OC)c(OC)c2)cc1	2.7	-0.1	-4.3	0.9	7.8	6.0	-1.1	0.0	4.3
CCOC(=O)c1c(C)[nH]c(C(=O)CSc2ccc(Cl)cc2)c1C	1.4	0.3	-7.9	-0.3	-1.6	3.0	-1.5	-0.7	0.9
COc1ccc(-n2nnnc2SCC(=O)Nc2ccc3c(c2)OCCO3)cc1OC	0.8	-1.1	9.9	3.1	-2.2	0.0	-0.6	8.2	-0.3
NS(=O)(=O)c1ccc(CCNC(=O)Cc2ccc(Cl)cc2)cc1	-9.2	0.2	-30.9	-0.4	3.2	1.0	1.3	-1.6	0.1
O=C(CCn1nnc2ccccc21)Nc1nnc(COc2ccc(F)cc2)s1	1.0	0.1	12.8	1.5	9.0	0.0	-0.3	-1.8	9.4
CC(C)C[C@H](NC(=O)N1CC(=O)Nc2ccccc21)C(=O)N1CCC[C@H]1C(=O)O	5.3	-0.1	6.9	-0.5	-3.6	2.0	-0.8	-2.4	-1.1
CCNC(=S)N1C2CCC1CC(NC(=O)Nc1ccc(C(=O)OCC)cc1)C2 (stereo not given)	5.1	-0.2	3.1	-1.4	3.4	0.0	-5.3	-3.9	5.2
Clc1cccc2c3c([nH]c12)CCNC3	5.7	0.3	1.8	-1.2	-0.4	0.0	-1.1	-1.2	0.7

Some of the compounds tested, so the mix of outcomes need not match the whole.
